PAX8 inh HTS: PAX8 transcriptional activity inhibition. RMG-I TPO-luciferase reporter, SteadyGlo, 24 h. inhibition, % at 12.6 µM. hit rate 1.2% among 360,000;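 active = mean replicate inhibition at least 60% with every replicate also reaching 60%; inconclusive = only one of the two criteria is met; inactive = mean below 60% and not all replicates reaching 60%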;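 also: luciferase light reporting Pax8 driven TPO promoter activity; plate controls were median of neutral control wells for no effect and mitoxantrone controls for full effect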
EWS-Fli inh: EWS/Fli transcriptional activity inhibition | inhibition, % at 12.6 µM | A673 NR0B1-luciferase reporter, viability-normalised | hit rate 0.67% among 350,000;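 active = mean inhibition of at least 50% after viability correction, with every replicate also passing that limit; inconclusive = mean reaches 50% but only one of two replicates passes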;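 also: firefly luciferase signal divided by Alamar Blue viability fluorescence both relative to DMSO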
LGR2 antag: Drosophila LGR2 receptor signaling inhibition; HEK293 LGR2, CRE-luciferase, bursicon-stimulated, 4 h; inhibition, % at 9.99 µM; hit rate 0.35% among 380,000;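 active = drop in luminescence signal, shown as inhibition above about 50% in the replicate tests, limit read from the data, passing the limit was not always enough; inconclusive = probably only some replicates passing the limit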;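 also: agonist challenge used bursicon conditioned medium at about half maximal strength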
PGC1a acetyl inh: modulators of PGC1a acetylation. inhibition, % at 15.6 µM. hit rate 0.17% among 350,000. U2OS PGC1a acetylation, AlphaScreen anti-acetyl-lysine; with virally co-expressed GCN5 acetyltransferase;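 active = every replicate shows inhibition of at least 40%; inconclusive = mean inhibition at least 40% but some replicate below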;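 also: 0% = neutral control wells and 100% = positive control wells; some results beyond the cut were filed as inactive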
Cneo AK release: causes C. neoformans cell lysis; adenylate kinase release luminescence, 4 h; normalised: neutral wells 0, clomiphene wells 100; lysis activity, % at 15 µM; AID 651654; hit rate 0.2% among 360,000;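 active = mean lysis activity across replicates of at least 80%, whatever share of replicates individually reach that level; inactive = mean lysis activity below 80%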
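Schedule: static 4 h at 37 °C with compound, 1 h detection; system: C. neoformans cells; benchmarks: Clomiphene as positive control; buffer or medium: fresh YPD medium; measure: luminescence rise reflecting yeast cell lysis; measured by: luminescent adenylate kinase detection reagent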
miR-122 sensor: miR-122 inhibition in Huh7 cells | Huh7 miR-122 Renilla luciferase sensor, 48 h; neutral wells = 0, positive control = 100 | activation (reporter increase), % at 12.5 µM | hit rate 0.3% among 340,000;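 active = mean replicate activation score at least 90 and every replicate individually at or above 90; inconclusive = only one of the two criteria met; inactive = neither criterion met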;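 also: higher luciferase means less miR-122 activity so hits act as miR-122 inhibitors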
FN deposit inh: fibronectin deposition inhibition | AH1F fibroblasts, Alexa488-fibronectin deposition fluorescence, overnight | hit rate 0.086% among 350,000 | AID 743247 | inhibition, % at 12.6 µM;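 active = mean inhibition across replicates of 30% or more, regardless of how many single replicates reach that level; inconclusive = mean under 30% yet at least half of replicates reach 30%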;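 also: positive control wells lacked labelled fibronectin entirely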
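Test system: AH1F fibroblast monolayer depositing Alexa488-labelled fibronectin into matrix. Input: 10000 cells per well. Technique: fluorescence, ex 485 nm, em 525 nm. Buffer or medium: DMEM plus 2% serum, read in PBS. Timing: 1 h cell adhesion before compound, then overnight fibronectin incubation. Compound: single dose, pinned. Read-out basis: inhibition from reduced deposited-fibronectin fluorescence.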
CASP6 VEID inh: caspase-6 (human) enzyme inhibition; purified caspase-6, Z-VEID-R110 cleavage fluorescence; inhibition, % at 12.5 µM; hit rate 0.53% among 350,000;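 active = mean inhibition across replicates at least about 35%, with every replicate also reaching that limit, limit read from the data; inconclusive = only one of the two criteria met; inactive = neither criterion met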;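 also: 0% = median of neutral control wells and 100% = no fluorescence left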
Target sequence (P55212 24-179 limits assumed): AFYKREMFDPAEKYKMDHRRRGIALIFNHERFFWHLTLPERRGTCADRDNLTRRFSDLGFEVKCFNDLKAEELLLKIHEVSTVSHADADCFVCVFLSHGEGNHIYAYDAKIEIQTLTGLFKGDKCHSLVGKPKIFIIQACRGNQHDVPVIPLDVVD
Target sequence (P55212 194-293 limits assumed): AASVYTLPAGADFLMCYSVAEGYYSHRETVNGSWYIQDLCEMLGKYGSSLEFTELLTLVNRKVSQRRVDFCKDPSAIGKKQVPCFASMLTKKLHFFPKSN
* = called active by the depositor; [ ] = remark or other dose.

CCc1ccc(NC(=O)C(=O)N/N=C(\C)CC(=O)Nc2ccc(OC)cc2)cc1 was read as PAX8 inh HTS 3, EWS-Fli inh -53, FN deposit inh -8 and CASP6 VEID inh 1.
CC12CCC(C(=O)N(c3ccc(Cl)cc3)C1=O)C2(C)C (stereo unspecified) was read as PAX8 inh HTS 2, EWS-Fli inh 7, LGR2 antag 3, PGC1a acetyl inh 2, Cneo AK release -4, miR-122 sensor -5, FN deposit inh -5 and CASP6 VEID inh 1.
For COCCNC(=O)C(c1ccccc1F)N(C(=O)C(=O)NC1CCCC1)C1CCCCC1 (stereo unspecified) the results were PAX8 inh HTS -8, EWS-Fli inh -4, LGR2 antag -2, PGC1a acetyl inh 8, FN deposit inh -5 and CASP6 VEID inh 0.
COc1ccc(NC(=O)C(=O)N/N=C(\C)CC(=O)Nc2cc(C)ccn2)c(OC)c1 was read as PAX8 inh HTS -4, EWS-Fli inh 2, LGR2 antag -2, FN deposit inh -1 and CASP6 VEID inh 2.
For COc1cc(/C=N/Nc2ccc(Cl)c(C(=O)O)c2)ccc1OC(=O)c1ccccc1F the results were PAX8 inh HTS -18, EWS-Fli inh -32, LGR2 antag -97, PGC1a acetyl inh -12, Cneo AK release 0, miR-122 sensor 1, FN deposit inh -3 and CASP6 VEID inh 10.
For CN(C)S(=O)(=O)c1ccc(NC(=O)CN2CCC(Cc3ccccc3)CC2)cc1 the results were PAX8 inh HTS -3, EWS-Fli inh -5, LGR2 antag 2, PGC1a acetyl inh -2, Cneo AK release 0, miR-122 sensor -9, FN deposit inh 9 and CASP6 VEID inh 1.
For Cc1ccc(Cl)cc1N1CCN(C(c2ccc(C#N)cc2)c2nnnn2C2CCCC2)CC1 (stereo unspecified) the results were LGR2 antag 10, PGC1a acetyl inh -25, Cneo AK release -1 and miR-122 sensor -7.
O=C1CC(Sc2cccs2)C(=O)N1c1ccccc1 (stereo unspecified) was read as PAX8 inh HTS 7, EWS-Fli inh -7, PGC1a acetyl inh -5, FN deposit inh -5 and CASP6 VEID inh 1.
`COc1ccc([N+](=O)[O-])cc1N(CC(=O)NCCSc1ccccc1)S(C)(=O)=O` gave PAX8 inh HTS 5, EWS-Fli inh -2, LGR2 antag -6, PGC1a acetyl inh 0, FN deposit inh 3 and CASP6 VEID inh -2.
C[C@H]1CN([C@@H](C)CO)C(=O)c2cccc(NC(=O)c3ccncc3)c2O[C@@H]1CN(C)S(=O)(=O)c1cccs1 was read as EWS-Fli inh 4, LGR2 antag -8, PGC1a acetyl inh 2, Cneo AK release 64, miR-122 sensor -20[16.7 µM] and CASP6 VEID inh -1.
`CC(C)Oc1ccc(N2CC(C(=O)Nc3ccccc3C(=O)NC3CC3)CC2=O)cc1` (stereo unspecified) gave PAX8 inh HTS 8, EWS-Fli inh -2, LGR2 antag -11, PGC1a acetyl inh -1, miR-122 sensor -2, FN deposit inh -1 and CASP6 VEID inh 1.
Screening CC(C)COC(=O)N1CCN(S(=O)(=O)c2ccc3c(c2)CCC3)CC1 returned PAX8 inh HTS 11, EWS-Fli inh -2, LGR2 antag 10, PGC1a acetyl inh -1, Cneo AK release 2, miR-122 sensor 2, FN deposit inh 7 and CASP6 VEID inh 0.
`CCOc1ccc(-c2c(=O)n(OCc3ccccn3)c3ccccc3[n+]2[O-])cc1` gave PAX8 inh HTS -13, Cneo AK release 0, miR-122 sensor -10 and FN deposit inh -3.
For CS(=O)(=O)NCCCCNc1ccc(C(F)(F)F)cc1[N+](=O)[O-] the results were PAX8 inh HTS 23, EWS-Fli inh -5, LGR2 antag -3, FN deposit inh -14 and CASP6 VEID inh 1.
Screening CCOC(=O)C1=C(COC(=O)c2ccc3ccccc3c2O)NC(=O)NC1C (stereo unspecified) returned PAX8 inh HTS 24, EWS-Fli inh 1, LGR2 antag 5, PGC1a acetyl inh -5, Cneo AK release -2, miR-122 sensor 5 and CASP6 VEID inh 9.
`Cc1ccccc1S(=O)(=O)N1C[C@@H](O)COC[C@@H]2O[C@H](CC(=O)NCc3ccccc3Cl)CC[C@H]21` gave PAX8 inh HTS 3, EWS-Fli inh -3, LGR2 antag 14, PGC1a acetyl inh -14, Cneo AK release 0, miR-122 sensor -1[16.7 µM], FN deposit inh -1 and CASP6 VEID inh -2.
`Cc1cc(/C=C(\C#N)C(=O)O)c(C)n1CC(C)C` gave PAX8 inh HTS -17, EWS-Fli inh -9, LGR2 antag 7, FN deposit inh -10 and CASP6 VEID inh 21.
C[C@H](CO)N1C[C@H](C)[C@H](CN(C)C(=O)CN(C)C)Oc2ncc(C3=CCCC3)cc2C1=O was read as EWS-Fli inh -6, LGR2 antag -4, PGC1a acetyl inh 3, Cneo AK release 3, miR-122 sensor 15[16.7 µM], FN deposit inh 7 and CASP6 VEID inh 0.
Screening c1cncc(CNc2ncn[nH]2)c1 returned PAX8 inh HTS -8, EWS-Fli inh -11, LGR2 antag -3, Cneo AK release -2, miR-122 sensor -1, FN deposit inh -4 and CASP6 VEID inh 3.
For Cn1c(COc2ccccc2)nnc1SCC(=O)c1cccc([N+](=O)[O-])c1 the results were EWS-Fli inh 6, LGR2 antag 9, PGC1a acetyl inh 4, Cneo AK release -1 and miR-122 sensor 0.
For Cc1nn(C)c(Cl)c1/C=N/OC(=O)c1ccccc1 the results were PAX8 inh HTS -6, EWS-Fli inh -5, PGC1a acetyl inh -7, Cneo AK release 2, miR-122 sensor 2, FN deposit inh -4 and CASP6 VEID inh 0.
Screening COCCNC(=O)C[C@@H]1C[C@@H]2c3cc(NC(=O)c4cccnc4)ccc3O[C@@H]2[C@H](CO)O1 returned PAX8 inh HTS 2, EWS-Fli inh 4, LGR2 antag 0, PGC1a acetyl inh 1, Cneo AK release 39, miR-122 sensor 2[16.7 µM], FN deposit inh 5 and CASP6 VEID inh -1.
Screening Cc1ccc(S(=O)(=O)N[C@@H](Cc2ccccc2)C(=O)N2CCC(C(=O)N[C@H](C(=O)O)C(C)O)CC2)cc1 (stereo partly specified) returned PAX8 inh HTS 13, EWS-Fli inh 5, LGR2 antag 0, PGC1a acetyl inh 13, Cneo AK release 3, miR-122 sensor -4, FN deposit inh 2 and CASP6 VEID inh 2.
`CC(=O)O/N=C(\N)c1ccc(-c2csnn2)cc1` gave PAX8 inh HTS -50, EWS-Fli inh -39, LGR2 antag -21, PGC1a acetyl inh 3, Cneo AK release 4, miR-122 sensor -23, FN deposit inh 7 and CASP6 VEID inh -1.
For CC(C(=O)Nc1ccc(C#N)cc1)N(C)CC(=O)Nc1ccccc1Br (stereo unspecified) the results were PAX8 inh HTS 20, EWS-Fli inh 2, LGR2 antag 3, PGC1a acetyl inh -3, FN deposit inh -12 and CASP6 VEID inh -2.
`COc1ccc(-c2nsc3c(N4CCCCC4C)ncnc23)cc1` (stereo unspecified) gave PAX8 inh HTS inconclusive, EWS-Fli inh 83*, LGR2 antag 95*, FN deposit inh -9 and CASP6 VEID inh -1.
`CCCCC[C@@H](/C=C/C1C(=O)C=C[C@H]1C/C=C\CCCC(=O)O)OC(C)=O` (stereo partly specified) gave PAX8 inh HTS 0, EWS-Fli inh 6, LGR2 antag 5, PGC1a acetyl inh 3, Cneo AK release 0, miR-122 sensor -9, FN deposit inh -2 and CASP6 VEID inh 48*.
COc1ccc(CN(C)C(=O)c2cnc(C)cn2)c(OC)c1OC was read as PAX8 inh HTS -1, EWS-Fli inh -5, LGR2 antag 12, PGC1a acetyl inh -3, Cneo AK release 1, miR-122 sensor -5, FN deposit inh 3 and CASP6 VEID inh 0.
For Cc1ccccc1S(=O)(=O)N1CCCCN2[C@H](CO)[C@@H](c3ccc(C#CCN(C)C)cc3)[C@@H]2C1 the results were PAX8 inh HTS 15, EWS-Fli inh -3, LGR2 antag 5, PGC1a acetyl inh -27, Cneo AK release -2, miR-122 sensor -1[16.7 µM], FN deposit inh 7 and CASP6 VEID inh 4.
Screening COc1ccccc1CNC(=O)C1CC2Cn3c(nc4cc(Cl)c(Cl)cc43)C2N1C (stereo unspecified) returned PAX8 inh HTS 17, EWS-Fli inh 1, PGC1a acetyl inh -10, Cneo AK release 9, miR-122 sensor -2, FN deposit inh -1 and CASP6 VEID inh -3.
For CCOc1ccc(-n2c(C)cc(/C=N/N(C)C)c2C)cc1 the results were PAX8 inh HTS 19, EWS-Fli inh 10, LGR2 antag 21, PGC1a acetyl inh 10, FN deposit inh -4 and CASP6 VEID inh 8.
For COc1ccc(CCn2c(SCC(=O)Nc3cc(C)on3)nc3ccccc3c2=O)cc1OC the results were PGC1a acetyl inh -6, Cneo AK release -2, miR-122 sensor -5 and FN deposit inh 1.
`CN(Cc1ccccc1)CC(O)CC(O)c1ccccc1` (stereo unspecified) gave PAX8 inh HTS -14, EWS-Fli inh -13, PGC1a acetyl inh 1, Cneo AK release -9 and CASP6 VEID inh -3.
Screening CN(C(=O)c1ccc(NC(=O)Cc2cccc(NC(=O)C3CCCN(C(=O)C4CC4)C3)c2)cc1)C1CCCC1 (stereo unspecified) returned PAX8 inh HTS -7, EWS-Fli inh -5, LGR2 antag -4, Cneo AK release 2, miR-122 sensor -6, FN deposit inh -4 and CASP6 VEID inh -1.
CO[C@H]1CN(C)C(=O)c2cc(NC(=O)CC(F)(F)F)ccc2OC[C@@H](C)N(C(=O)C2CCOCC2)C[C@@H]1C was read as PAX8 inh HTS -12, LGR2 antag -1, PGC1a acetyl inh 16, FN deposit inh 0 and CASP6 VEID inh -2.
CCOC(=O)c1[nH]cnc1C(=O)Nc1cccc(OC)c1 was read as PAX8 inh HTS -11, EWS-Fli inh -4, LGR2 antag -6, PGC1a acetyl inh -1, miR-122 sensor -4, FN deposit inh -2 and CASP6 VEID inh -1.
`COCCN(CC1CCCN(C2Cc3ccccc3C2)C1)C(=O)CCSC` (stereo unspecified) gave PAX8 inh HTS 4, EWS-Fli inh 12, LGR2 antag 14, PGC1a acetyl inh 8, Cneo AK release 0, miR-122 sensor 1, FN deposit inh 5 and CASP6 VEID inh 0.
Screening COc1ccc2c3c([nH]c2c1)[C@@H](CO)N(CC1CC1)CC31CN(C(=O)Nc2cccc(F)c2)C1 returned EWS-Fli inh -4, LGR2 antag 19, PGC1a acetyl inh 0 and CASP6 VEID inh 0.
Cc1nn(-c2ccccc2)c(C)c1/C=N/n1c(-c2ccc(Cl)cc2)n[nH]c1=S was read as PAX8 inh HTS -5, EWS-Fli inh 3, LGR2 antag -5, FN deposit inh 6 and CASP6 VEID inh 2.
For Cc1cc(C(=O)Cn2nc(C(=O)O)c3ccccc3c2=O)c(C)n1-c1ccc(F)cc1 the results were PAX8 inh HTS -22, EWS-Fli inh -9, LGR2 antag -26, miR-122 sensor 2, FN deposit inh -7 and CASP6 VEID inh 0.
C=CCOc1ccc2c(c1)c(=O)cc(C(=O)O)n2CC was read as PAX8 inh HTS -5, EWS-Fli inh 4, Cneo AK release 0, miR-122 sensor -4, FN deposit inh 6 and CASP6 VEID inh 1.
COc1cc(C2C(C(=O)Nc3ccccc3OC)=C(C)Nc3ncnn32)ccc1O (stereo unspecified) was read as PAX8 inh HTS 25, EWS-Fli inh 1, LGR2 antag 4, PGC1a acetyl inh 10, Cneo AK release -2, miR-122 sensor 0, FN deposit inh 1 and CASP6 VEID inh 2.

The order is random. About 2.5% of those tested had a hit in this group.
